KDM4E inh = blocks human JMJD2E demethylase activity | Potency, µM (series often up to 57.1 µM), inactives show top-dose activity change, negative = inhibition, actives largely listed as inhibitors | 230,000 tested, 1.6% active | JMJD2E catalytic domain, FDH-coupled NADH fluorescence (FDH is formaldehyde dehydrogenase); active = well fitted inhibition curve with a large enough effect, not every such curve was filed as active; inconclusive = small, poorly fitted or top-dose-only effect, or another doubt; inactive = no such curve, though single readings can be large or run the other way;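 also: 0% = wells with enzyme and -100% = buffer wells without enzyme; nearly all actives have a fitted effect of over 50% in size; many of its hits are not listed in these tables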
Target sequence (B2RXH2 1-337 limits assumed): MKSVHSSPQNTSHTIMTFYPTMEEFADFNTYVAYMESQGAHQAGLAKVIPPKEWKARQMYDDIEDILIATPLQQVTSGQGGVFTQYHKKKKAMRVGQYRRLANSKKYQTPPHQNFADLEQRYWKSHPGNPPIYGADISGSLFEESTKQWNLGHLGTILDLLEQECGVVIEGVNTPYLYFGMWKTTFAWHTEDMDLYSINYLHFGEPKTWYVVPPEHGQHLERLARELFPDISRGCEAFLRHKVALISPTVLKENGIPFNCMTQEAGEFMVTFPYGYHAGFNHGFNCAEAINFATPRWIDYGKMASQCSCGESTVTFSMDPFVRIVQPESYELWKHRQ
Tau fluor counter = counter-screen for tau fibril formation inhibitors; Potency, µM (doses to about 57.7 µM), without a hit: at the highest dose activity change, negative = decrease; tau K18 P301L Alexa594 fluorescence, heparin fibrillization; 280,000 tested, 0.93% active; also: % is scaled to controls: 0 for no effect and ±100 for the full control effect; nearly all actives have a fitted effect of over 55% in size
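Human K18 P301L tau (15 uM unlabeled plus 0.24 uM Alexa 594-labeled, final) in 100 mM sodium acetate pH 7 was mixed with compound and 20 uM heparin and incubated 6 hr at 37 C.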
SMN2 splice up = enhancers of SMN2 splice variant expression; 210,000 tested, 2.8% active; HEK293 SMN2-luciferase splicing reporter, luminescence, 30-36 h; Potency, µM (doses to about 46.1 µM), for the others: top-dose activity change, positive = activation, usual class: activators; also: % of control where 0% means no effect; nearly all actives have a fitted effect of over 55% in size
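HEK293 cells carry an SMN2 […]–luciferase reporter in which exon 7 inclusion puts luciferase in frame. Cells were plated 10-12 h before compound addition, then incubated 30-36 h at 37C. ONE-Glo luminescence was read; sodium butyrate at 4.5 mM final served as control.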
Tau fibril ThT = inhibitors of human tau fibril formation, thioflavin T binding. P10636. recombinant tau K18 P301L, heparin-induced fibrillization, ThT fluorescence. Potency, µM (doses to about 57.4 µM), for inactives: at the top dose activity, negative = inhibition, usual class: inhibitors. 270,000 tested, 2.1% active; also: % is scaled to controls: 0 for no effect and ±100 for the full control effect; nearly all actives have a fitted effect of over 55% in size
Target sequence (P10636 561-689 P618L limits assumed): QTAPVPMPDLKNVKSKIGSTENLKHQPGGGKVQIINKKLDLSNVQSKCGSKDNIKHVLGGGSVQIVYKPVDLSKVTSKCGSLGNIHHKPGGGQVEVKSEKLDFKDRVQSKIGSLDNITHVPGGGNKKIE
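Using a mix of unlabeled (15 uM) and Alexa 594-labeled (0.24 uM) tau K18 P301L, heparin-triggered fibrillization over 6 hr at 37 C was scored by ThT fluorescence.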
Tau fibril FP = inhibitors of human tau fibril formation; Potency, µM (top dose mostly 57.7 µM), inactives show at the highest dose activity, negative = inhibition, hits mostly inhibitors; 280,000 tested, 0.39% active; P10636; K18 P301L tau heparin fibrillization, Alexa594 FP, 6 h; AID 1468; also: % is scaled to controls: 0 for no effect and ±100 for the full control effect; nearly all actives have a fitted effect of over 55% in size
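K18 P301L tau (15 uM unlabeled/0.24 uM Alexa 594-labeled, final) + compound + heparin 20 uM final; 100 mM NaOAc pH 7; 6 hr 37 C; ThT 30 uM final added, 1 hr RT; FP ex 555/em 632 nm.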
HTT ATP protect = Huntington cell model cytoprotection by ATP luminescence | PC12 HTT-Q103 induced, cytoprotection, ATP luminescence, 40 h | AID 1471 | 230,000 tested, 0.14% active | Potency, µM (top dose mostly 56.4 µM), for the others: cytoprotection (ATP increase), usual class: activators;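 also: % of control where 0% means no effect; nearly all actives have a fitted effect of over 45% in size; toxic huntingtin expression switched on by the ecdysone agonist tebufenozide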
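Cells were plated at 1500 per well in phenol red-free DMEM with 5% equine and 5% calf serum. Tebufenozide (100 nM final) and compounds were added, then ATPlite reagent, and luminescence was read.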
HttQ103 aggreg = inhibitors of mutant huntingtin aggregate formation in PC12 cells; PC12 HttQ103-GFP aggregates, Acumen cytometry, 40 h; Potency, µM (series often up to 46.1 µM), for inactives: at the top dose activity change, negative = inhibition, usual class: inhibitors; 220,000 tested, 1.1% active; also: % is scaled to controls: 0 for no effect and ±100 for the full control effect; nearly all actives have a fitted effect of over 60% in size
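PC12 cells stably carrying ecdysone-inducible HTT exon 1 Q103–GFP were induced with tebufenozide (100 nM final) and treated with library compounds in titration. GFP aggregates in lysates were counted by laser scanning cytometry.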
ALDH1A1 inh = ALDH1A1 (human) enzyme inhibition | P00352 | 220,000 tested, 7.3% active | Purified ALDH1A1, NADH fluorescence, propionaldehyde substrate | Potency, µM (top dose mostly 75.3 µM), without a hit: top-dose activity, negative = inhibition, most hits filed as inhibitors; active = well fitted inhibition curve with a large enough effect, not every such curve was filed as active; inconclusive = small, poorly fitted or top-dose-only effect, or another doubt; inactive = no such curve, though single readings can be large or run the other way;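 also: plate controls were no enzyme wells and a reference inhibitor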
Target sequence (P00352 whole entry, looked up): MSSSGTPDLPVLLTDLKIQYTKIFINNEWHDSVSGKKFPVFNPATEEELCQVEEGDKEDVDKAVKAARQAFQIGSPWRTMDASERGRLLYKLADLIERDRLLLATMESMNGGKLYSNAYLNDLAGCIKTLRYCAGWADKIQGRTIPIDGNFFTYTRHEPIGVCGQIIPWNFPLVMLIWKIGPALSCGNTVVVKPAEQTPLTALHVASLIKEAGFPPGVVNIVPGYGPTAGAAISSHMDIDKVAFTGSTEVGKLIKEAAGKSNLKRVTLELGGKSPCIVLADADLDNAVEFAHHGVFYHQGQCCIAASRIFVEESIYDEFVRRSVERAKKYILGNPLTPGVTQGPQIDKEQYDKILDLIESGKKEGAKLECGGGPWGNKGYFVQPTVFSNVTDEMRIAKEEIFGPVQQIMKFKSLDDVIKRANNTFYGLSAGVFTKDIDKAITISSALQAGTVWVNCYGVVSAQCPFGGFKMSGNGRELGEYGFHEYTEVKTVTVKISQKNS
An asterisk follows results filed as active; ? = inconclusive; · = no result given; [ ] = remark or other dose. Unless noted, calls follow the shape of the dose curve; as a rule, active = well fitted curve in the direction sought with a large enough effect; inconclusive = small, poorly fitted or top-dose-only effect, or another doubt; inactive = no such curve, though single readings can be large; an effect the other way counts as inactive or inconclusive. Potency is read from the fitted curve at half-maximal effect.

1: O=C1C=CC2=C3c4cc(O)c(O)cc4CC3(O)COC2=C1O (stereo not given)
2: O=S(=O)(NCC1CC1)c1cccc(S(=O)(=O)N2CCCC2)c1
3: CC(C)C(NC(=O)C1CCCCC1)C(=O)Nc1ccc2c(c1)OCCO2 (stereo not given)
4: Cc1ccc(CNC(=O)[C@H](C)[C@H]2C[C@]2(C)[C@H](NC(=O)OCc2ccccc2)c2ccccc2)c(F)c1F
5: Cc1ccc(OCCn2nc3ccccc3n2)c(C)c1
6: CC(C)(C)NS(=O)(=O)c1ccc(NC(=O)NC2CCCCC2)cc1
7: CCN(CC)S(=O)(=O)c1cccc(-c2nnc(SCC(N)=O)n2N)c1
8: CCCCn1c(SCc2nc(N)nc(Nc3ccccc3C)n2)nc2ccccc2c1=O
9: O=C(CN1CCN(C(=O)C2COc3ccccc3O2)CC1)Nc1ccc(F)cc1 (stereo not given)
10: CCOC(=O)c1ccc(NS(=O)(=O)c2cccc3nsnc23)cc1
Compound | 1 | 2 | 3 | 4 | 5 | 6 | 7 | 8 | 9 | 10
KDM4E inh | 2µM* | -1.4% | 1.1% | -3.4% | -6.6% | -3.2% | 5.9% | -11.7% | 1.9% | -3.8%
Tau fluor counter | 3.98µM*[quencher] | -7.0% | -19.0% | -10.3% | -6.8% | -28.9% | 13.6% | -28.0% | 1.0% | -2.5%
SMN2 splice up | 5.1% | ? | 36.0% | -65.9%[inhibitor] | 3.3% | -0.4% | · | 1.4% | · | -52.1%[inhibitor]
Tau fibril ThT | 3.16µM* | -4.8% | ? | -8.8% | ? | -16.6% | 4.3% | -3.8% | 0.0% | -16.2%
Tau fibril FP | 7.94µM* | 0.3% | 2.2% | -2.4% | 4.5% | -7.9% | 4.2% | -10.5% | 2.1% | -2.9%
HTT ATP protect | 4.9%[1.9 µM] | 2.1% | -8.4% | 21.6% | 4.9%[10 µM] | -61.9%[inhibitor] | -4.8%[10 µM] | 6.8%[10 µM] | -20.8%[10 µM] | -4.7%[10 µM]
HttQ103 aggreg | · | -18.3% | 1.9% | · | 3.7% | 5.5% | -22.2%[9.22 µM] | -20.9% | -29.7%[9.22 µM] | 6.5%
ALDH1A1 inh | ? | -6.8% | ? | 3.16µM* | 2.7% | 4.4% | · | 4.8% | -14.0% | ?

Values in list order from the entries so far:
Tau fibril FP, compounds 5–8 → 4.5%, -7.9%, 4.2%, -10.5%
Tau fibril ThT, compounds 5–8 → ?, -16.6%, 4.3%, -3.8%

Continued:
11: CCN(c1ccccc1)S(=O)(=O)c1ccc(C(=O)NCC(c2cccs2)N(C)C)cc1 (stereo not given)
12: O=C(O)COc1ccc2c(c1)OCCO2
13: O=Cc1cccn1-c1ccccc1
14: COCC(=O)N1CCC(Oc2ccc(C(=O)NCCc3ccncc3)cc2)CC1
15: CCOc1ccc(Nc2c(S(=O)(=O)c3ccccc3)cnc3ccc(CC)cc23)cc1
16: CC(C)(C)CN1CCNC(=O)C1CC(=O)NCc1cccc(-n2cccn2)c1 (stereo not given)
17: C/C=C(\CS(=O)(=O)c1ccccc1)S(=O)(=O)c1ccccc1
18: CCCN1C(=O)N(C)C(N(O)C(=O)NC)C1(C)C (stereo not given)
19: Cc1cc(Cl)ccc1OC(C)C(=O)Nc1ccc(S(=O)(=O)Nc2cnc3ccccc3n2)cc1 (stereo not given)
20: COc1ccc(N2CCN(/C(=N\S(=O)(=O)c3ccc(C)cc3)Nc3nc(C)cc(C)n3)CC2)cc1
Compound | 11 | 12 | 13 | 14 | 15 | 16 | 17 | 18 | 19 | 20
KDM4E inh | 6.8% | -3.2% | -1.2% | 1.0% | · | ? | -2.4% | -5.8% | ? | 1.5%
Tau fluor counter | -15.5% | 8.2% | 1.2% | 3.1% | -23.6% | -7.5% | -5.9% | -5.2% | -16.5% | -6.5%
SMN2 splice up | 6.2% | -8.4% | · | -5.4% | -37.9%[inhibitor] | · | 20.8% | -3.4% | -0.1% | -28.8%
Tau fibril ThT | -3.9% | -1.3% | 1.8% | ? | ? | -14.5% | -12.9% | 4.9% | ? | -8.2%
Tau fibril FP | -3.6% | 8.9% | -2.6% | 1.5% | -0.9% | 5.9% | -7.2% | -7.2% | -4.3% | 5.4%
HTT ATP protect | -5.1% | -5.5% | -6.7%[10 µM] | -2.8%[10 µM] | · | 22.5%[10 µM] | ? | -8.5% | 1.3% | -11.6%
HttQ103 aggreg | 20.0% | -3.0% | 8.3%[9.22 µM] | 9.3%[9.22 µM] | · | 5.8%[9.22 µM] | ? | -0.7% | 17.6% | 11.5%
ALDH1A1 inh | 8.5% | 4.9% | · | 0.5% | · | -17.3% | 8.91µM* | -2.3% | -11.5% | 11.2%

Part of the list above in order of formula weight, largest number first.
14: COCC(=O)N1CCC(Oc2ccc(C(=O)NCCc3ccncc3)cc2)CC1
12: O=C(O)COc1ccc2c(c1)OCCO2
13: O=Cc1cccn1-c1ccccc1
Compound | 14 | 12 | 13
KDM4E inh | 1.0% | -3.2% | -1.2%
Tau fluor counter | 3.1% | 8.2% | 1.2%
SMN2 splice up | -5.4% | -8.4% | ·
Tau fibril ThT | ? | -1.3% | 1.8%
Tau fibril FP | 1.5% | 8.9% | -2.6%
HTT ATP protect | -2.8%[10 µM] | -5.5% | -6.7%[10 µM]
HttQ103 aggreg | 9.3%[9.22 µM] | -3.0% | 8.3%[9.22 µM]
ALDH1A1 inh | 0.5% | 4.9% | ·

(further entries)
21: Cc1ccc(CNC(=O)CN2C(C)CCCC2C)cc1 (stereo not given)
22: O=C(CNS(=O)(=O)c1ccc(Br)s1)NCC1COc2ccccc2O1 (stereo not given)
23: CCCCCn1c(=O)[nH]c2cc(C(=O)N3CCN(c4cccc(C)c4)C(C)C3)ccc2c1=O (stereo not given)
24: CCOC(=O)C1CCCN(C(=O)CSc2ccc(Br)cc2)C1 (stereo not given)
25: O=[N+]([O-])c1ccc(-c2ccc(/C=N/O)o2)cc1
26: Cc1cc(C)c(S(=O)(=O)NC2CCN(Cc3ccccc3)CC2)c(C)c1
27: O=C(CCS(=O)(=O)c1ccc(Br)s1)NC1CCCCCC1
28: C=CCn1c(Cc2ccc(OC)cc2)nnc1SCC(N)=O
29: CCCOC(=O)c1sc2nc3c(cc2c1N)C(=O)CCC3
30: COCCNc1nc(-c2cccc(OC)c2)nc2ccccc12
Compound | 21 | 22 | 23 | 24 | 25 | 26 | 27 | 28 | 29 | 30
KDM4E inh | 1.1% | 1.1% | · | 5.0% | 8.3% | 9.8% | -0.7% | -3.2% | -4.6% | -9.6%
Tau fluor counter | 7.1% | -17.2% | -23.9% | 3.4% | -22.8% | 1.4% | -12.0% | -5.9% | -7.5% | -29.5%
SMN2 splice up | 4.8% | -9.7% | -26.7% | -6.3% | · | · | -0.6% | · | ? | -9.9%
Tau fibril ThT | -0.5% | -11.7% | -17.4% | -0.7% | 7.08µM* | -0.1% | -7.5% | -7.3% | ? | -8.8%
Tau fibril FP | 5.5% | -1.7% | -3.4% | 4.2% | -2.2% | 4.5% | 10.1% | -1.0% | 6.1% | -14.1%
HTT ATP protect | -18.5% | -1.9% | · | -5.9% | 5.2%[10 µM] | -5.4%[10 µM] | 5.3% | -10.9% | 2.8%[10 µM] | 2.3%
HttQ103 aggreg | 17.6% | 14.0% | · | 4.2% | -3.5%[9.22 µM] | -6.5%[9.22 µM] | -2.2% | -6.9% | -9.5% | ·
ALDH1A1 inh | 3.6% | 0.0% | · | ? | · | · | 3.4% | -8.4% | 12.6% | 9.7%

31: NC(=O)c1ccc(NC(=O)c2cnc3ccccc3n2)cc1
32: CC1CC(C)(C)NC(=S)N1CCCC(=O)NCc1ccccc1 (stereo not given)
33: CCOc1ccc(CCNC(=O)Cn2c(-c3nonc3N)nc3ccccc32)cc1OCC
34: Cc1ccc(CN2CCN(Cc3cc(=O)c4ccccc4[nH]3)CC2CCO)o1 (stereo not given)
35: COc1cc(/C=N/NC(=O)c2[nH]nc3c2CCc2ccccc2-3)ccc1O
36: CC1CC(C)CN(S(=O)(=O)c2ccc(C(=O)NCc3ccco3)cc2)C1 (stereo not given)
37: CCN(CC)CCOC(=O)c1ccc(NC(=O)C2(c3ccccc3)CCCC2)cc1
38: CCCn1cc(NC(=O)c2cc3n(n2)C(C(F)(F)F)CC(c2ccccc2)N3)cn1 (stereo not given)
39: O=C(CN1CCN(c2ccc(F)cc2)CC1)Nc1ccc(F)c(F)c1
40: COc1cc(N=c2c([N+](=O)[O-])nn(-c3ccc4c(c3)OCCO4)n2O)cc(OC)c1
41: Fc1cccc2sc(Nc3nc4cc5c(cc4s3)OCO5)nc12
42: NC(=O)C1CCN(C(=O)C2c3ccccc3C(=O)N3CCc4ccccc4C23)CC1 (stereo not given)
43: Cc1cccc(/N=C/c2c(O)cc(C)oc2=O)n1
Compound | 31 | 32 | 33 | 34 | 35 | 36 | 37 | 38 | 39 | 40 | 41 | 42 | 43
KDM4E inh | ? | 4.3% | 4.0% | -3.2% | -9.6% | -6.7% | -3.8% | -8.9% | -1.2% | -15.1% | 479.5%[activator] | -22.2% | ?
Tau fluor counter | -25.9% | -3.0% | -10.1% | -12.8% | 7.9% | -17.0% | -7.4% | -4.1% | -15.7% | -2.9% | 7.94µM*[quencher] | 4.2% | 4.3%
SMN2 splice up | · | 10.8% | -6.8% | · | -0.1% | -26.8% | 0.9% | ? | -15.1% | 12.6µM* | 5.01µM* | -6.8% | -12.8%
Tau fibril ThT | ? | -5.3% | 1.2% | -19.5% | ? | -4.1% | 0.4% | -8.4% | -5.6% | -3.7% | 7.94µM* | 10.6% | ?
Tau fibril FP | -5.4% | -3.7% | -1.2% | -6.7% | 1.6% | -2.5% | 3.3% | -3.5% | 6.4% | 5.1% | -2.3% | 1.5% | 9.7%
HTT ATP protect | -2.7%[10 µM] | 16.4% | -4.8% | 10.2%[10 µM] | -7.6%[10 µM] | -42.9%[inhibitor] | 1.3% | -19.3% | 11.8%[10 µM] | -54.4%[inhibitor][10 µM] | · | -21.0% | 3.8%[10 µM]
HttQ103 aggreg | -9.3%[9.22 µM] | 7.6% | 2.3% | 6.9%[9.22 µM] | -7.5% | -7.4% | -4.3% | -2.9% | 8.7% | -12.9% | 25.6% | 7.8% | -8.4%
ALDH1A1 inh | -6.2% | 1.7% | 4.8% | 17.8µM* | ? | ? | 4.3% | 12.1% | -0.3% | -13.3% | ? | 2.6% | ?

A portion of the library (hit frequency here may not be typical).
